Screens: PubChem BioAssay, The Scripps Research Institute Molecular Screening Center
M1 ag: activates human CHRM1 receptor. 360,000 tested, 0.33% active. activation, % at 3 µM. P11229. AID 588814. CHO-K1 hM1, Fluo-8 calcium fluorescence, agonist mode; 0% DMSO, 100% acetylcholine EC100;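 active = activation above the run's mean compound activation plus 3 SD, cut at about 16% in these data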;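 note: peak over basal fluorescence ratio within a 140 s kinetic read after compound addition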
CHRM4 agonist: agonists of human muscarinic M4 receptor (CHRM4). P08173. CHO-K1 hM4/Gqi5, Fluo-8 calcium fluorescence; vehicle 0%, full acetylcholine response 100%. activation, % at 3 µM. 360,000 tested, 0.14% active;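 active = activation above the run mean over all test wells plus 3 SD, cut at about 32% in these data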;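 note: peak over basal fluorescence ratio per well then scaled between controls; 0% = DMSO wells and 100% = acetylcholine at EC100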
Target sequence (P08173 whole entry, looked up): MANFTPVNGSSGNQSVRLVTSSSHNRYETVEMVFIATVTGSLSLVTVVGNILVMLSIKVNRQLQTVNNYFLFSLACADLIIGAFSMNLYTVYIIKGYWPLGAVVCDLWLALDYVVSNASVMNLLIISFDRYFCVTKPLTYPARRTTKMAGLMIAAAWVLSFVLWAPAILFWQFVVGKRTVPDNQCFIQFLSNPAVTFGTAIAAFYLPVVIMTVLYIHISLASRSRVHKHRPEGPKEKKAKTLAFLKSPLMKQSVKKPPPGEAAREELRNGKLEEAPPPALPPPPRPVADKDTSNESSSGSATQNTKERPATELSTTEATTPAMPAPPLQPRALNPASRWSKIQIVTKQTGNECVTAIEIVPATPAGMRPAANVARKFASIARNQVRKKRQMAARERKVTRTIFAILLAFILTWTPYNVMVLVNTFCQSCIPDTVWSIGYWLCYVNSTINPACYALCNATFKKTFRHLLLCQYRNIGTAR
M5 antag: antagonists of human muscarinic M5 receptor (CHRM5). P08912. CHO-hM5 cells, Fluo-8 calcium fluorescence, ACh EC80. inhibition, % at 3 µM. 360,000 tested, 0.59% active;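 active = inhibition above a per-plate cutoff, the mean of that plate's test compounds plus 3 SD, cut at about 27% in these data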;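 note: 0% = acetylcholine EC80 with DMSO and 100% = DMSO without agonist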
Target sequence (P08912 whole entry, looked up): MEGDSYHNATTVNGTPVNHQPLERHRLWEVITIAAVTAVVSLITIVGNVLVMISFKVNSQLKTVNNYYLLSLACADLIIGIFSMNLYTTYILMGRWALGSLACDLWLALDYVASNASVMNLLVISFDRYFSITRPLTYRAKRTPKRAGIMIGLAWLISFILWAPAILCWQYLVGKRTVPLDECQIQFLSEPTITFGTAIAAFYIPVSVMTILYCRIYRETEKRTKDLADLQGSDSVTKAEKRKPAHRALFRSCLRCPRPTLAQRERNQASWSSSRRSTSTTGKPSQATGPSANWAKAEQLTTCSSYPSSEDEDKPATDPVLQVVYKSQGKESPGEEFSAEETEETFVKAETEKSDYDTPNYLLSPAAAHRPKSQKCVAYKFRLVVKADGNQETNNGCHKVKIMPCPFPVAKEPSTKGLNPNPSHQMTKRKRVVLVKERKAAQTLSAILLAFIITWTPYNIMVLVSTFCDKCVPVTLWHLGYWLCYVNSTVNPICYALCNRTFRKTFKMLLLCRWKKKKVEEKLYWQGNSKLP
CHRM4 antagonist: CHRM4 antagonism in calcium assay; CHO-hM4 cells, ACh EC80, Fluo-8 calcium fluorescence; inhibition, % at 3 µM; P08173; 360,000 tested, 0.73% active;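 active = inhibition above its plate's cutoff, the mean inhibition of sample wells plus 3 SD, cut at about 27% in these data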;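 note: 0% = acetylcholine EC80 with DMSO and 100% = DMSO without agonist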
CHRM1 PAM: human CHRM1 positive allosteric modulation | P11229 | CHO-K1 hM1, Fluo-8 calcium fluorescence, ACh EC20; 0% = ACh EC20, 100% = maximal ACh | activation, % at 3 µM | 360,000 tested, 0.088% active; in the data active = activation above about 19%, passing the limit was not always enough
CHRM5 PAM: positive allosteric modulators of human muscarinic M5 receptor. 360,000 tested, 0.3% active. activation, % at 3 µM. CHO-K1 hM5, Fluo-8 calcium, ACh EC20 PAM; 0% = ACh EC20, 100% = ACh EC100;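 active = activation above the run cutoff, the mean activation of all test compounds plus 3 SD, cut at about 18% in these data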
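system = human M5 receptor in CHO-K1 cells | compound = one concentration, 3 µM final (nominal) | schedule = Post-acetylcholine fluorescence recording 140 s | signal = Fluo-8 calcium dye fluorescence, kinetic read | benchmarks = low control EC20 acetylcholine (0%), high control EC100 acetylcholine (100%) | repeats = singlicate, one well per test compound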
CHRM5 agonist: agonists of human muscarinic M5 receptor (CHRM5). P08912. CHO-K1 hM5 cells, Fluo-8 calcium fluorescence; 0% DMSO wells, 100% maximal acetylcholine response. activation, % at 3 µM. 360,000 tested, 0.19% active. AID 624037;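 active = activation above the run's mean over test compounds plus 3 SD, cut at about 23% in these data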;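 note: signal is peak over basal fluorescence ratio across the kinetic read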
CHRM1 antagonist: human CHRM1 antagonism; P11229; CHO-K1 hM1, Fluo-8 calcium fluorescence, ACh EC80 antagonist; inhibition, % at 3 µM; 360,000 tested, 1.3% active; AID 588852;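 active = percent inhibition above its own plate's cutoff, namely the mean of that plate's compound wells plus 3 SD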;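 note: peak over basal fluorescence ratio during 140 s after agonist addition; 0% = ACh EC80 plus DMSO and 100% = DMSO alone without agonist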
TAAR1 ag: agonists of human TAAR1. Q96RJ0. CHO RD-HGA16 TAAR1, Fluo-8 calcium fluorescence; vehicle wells 0%, saturating PEA agonist 100%. activation, % at 3 µM. 360,000 tested, 0.99% active;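 active = activation above the mean activation of all test compounds in the run plus 3 SD, cut at about 38% in these data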
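Benchmarks: low control DMSO, high control PEA (EC100); System: CHO RD-HGA16 cells carrying human TAAR1 plus Gα16; Detection: Fluo-8 fluorescence, 5 s baseline then 140 s kinetic read; Schedule: 17-24 h plating, Fluo-8 75 min 37 °C, 30 min RT; Read-out basis: % activation from peak over basal fluorescence ratio, DMSO-to-PEA scaled.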
Starred values were filed as active, the others as inactive; · = no result given. Not all compounds are listed, so the mix of outcomes need not match the whole.

nr | M1 ag | CHRM4 agonist | M5 antag | CHRM4 antagonist | CHRM1 PAM | CHRM5 PAM | CHRM5 agonist | CHRM1 antagonist | TAAR1 ag | SMILES
1 | -7 | 0 | -12 | 0 | 6 | -5 | -1 | -1 | 4 | CC(=O)Nc1cccc(C(=O)N/N=C/c2ccc(C)o2)c1
2 | -5 | 8 | 5 | 1 | -3 | 0 | -7 | -11 | 1 | COc1cccc(CNC(=S)Nc2ccc(Cl)cc2C)c1
3 | -6 | 0 | 14 | -5 | 6 | -7 | -2 | -2 | 4 | CCCCn1c(N)c(NCCC)c(=O)[nH]c1=O
4 | -5 | 2 | -4 | -8 | 3 | 2 | -4 | -9 | 15 | COc1ccc2[nH]c(=O)c(CNc3ccc(C)c(C)c3)cc2c1
5 | -2 | 6 | 6 | 2 | -9 | 4 | 1 | 14 | 0 | COc1ccc2cc(C3=CC(=O)CCC3)ccc2c1
6 | -4 | 3 | 24 | -1 | 1 | -8 | -4 | -7 | -3 | Cc1ccc(OC(F)F)c(NC(=O)Nc2ccc3c(c2)OCO3)c1
7 | -7 | 0 | 1 | 14 | -7 | 2 | 1 | 18 | 1 | N#Cc1ccccc1S(=O)(=O)N1CCN(C(=O)c2ccc(-n3cncn3)c([N+](=O)[O-])c2)CC1
8 | -9 | 1 | 1 | 28* | -29 | -15 | -25 | 50* | 5 | CSc1ccc(CN2CCC(Cc3ccccc3)CC2)cc1
9 | -2 | 7 | -1 | -5 | 7 | -9 | 3 | -12 | 7 | O=C(Nc1ccc2oc(-c3ccncc3)nc2c1)c1cccs1
10 | -14 | 1 | 0 | -11 | -1 | 2 | -5 | -4 | 13 | O=C(CCN1CCCCC1)c1ccc2c(c1)OCCO2
11 | -2 | 3 | 7 | 0 | -5 | -7 | -5 | 8 | 19 | c1ccc(CSc2nnc(-c3ccccn3)n2-c2ccccc2)cc1
12 | -2 | 6 | -2 | -4 | -1 | -1 | 4 | -1 | 4 | O=C(CCCc1ccccc1)Nc1cccc([N+](=O)[O-])c1

Looked up above:
CHRM4 antagonist, no. 9 → -5
M5 antag, no. 1 → -12
CHRM1 antagonist, no. 2 → -11

An excerpt of these results, with each value named.
7	N#Cc1ccccc1S(=O)(=O)N1CCN(C(=O)c2ccc(-n3cncn3)c([N+](=O)[O-])c2)CC1
  M1 ag: -7
  CHRM4 agonist: 0
  M5 antag: 1
  CHRM4 antagonist: 14
  CHRM1 PAM: -7
  CHRM5 PAM: 2
  CHRM5 agonist: 1
  CHRM1 antagonist: 18
  TAAR1 ag: 1

3	CCCCn1c(N)c(NCCC)c(=O)[nH]c1=O
  M1 ag: -6
  CHRM4 agonist: 0
  M5 antag: 14
  CHRM4 antagonist: -5
  CHRM1 PAM: 6
  CHRM5 PAM: -7
  CHRM5 agonist: -2
  CHRM1 antagonist: -2
  TAAR1 ag: 4

2	COc1cccc(CNC(=S)Nc2ccc(Cl)cc2C)c1
  M1 ag: -5
  CHRM4 agonist: 8
  M5 antag: 5
  CHRM4 antagonist: 1
  CHRM1 PAM: -3
  CHRM5 PAM: 0
  CHRM5 agonist: -7
  CHRM1 antagonist: -11
  TAAR1 ag: 1

6	Cc1ccc(OC(F)F)c(NC(=O)Nc2ccc3c(c2)OCO3)c1
  M1 ag: -4
  CHRM4 agonist: 3
  M5 antag: 24
  CHRM4 antagonist: -1
  CHRM1 PAM: 1
  CHRM5 PAM: -8
  CHRM5 agonist: -4
  CHRM1 antagonist: -7
  TAAR1 ag: -3

Carrying on:
nr | M1 ag | CHRM4 agonist | M5 antag | CHRM4 antagonist | CHRM1 PAM | CHRM5 PAM | CHRM5 agonist | CHRM1 antagonist | TAAR1 ag | SMILES
13 | -3 | 0 | 6 | 3 | 8 | 0 | 1 | -9 | 5 | Cc1ccc(C)c(S(=O)(=O)NCC(=O)Nc2sc3c(c2C(N)=O)CCC(C)C3)c1 (stereo unspecified)
14 | -7 | 1 | -12 | 4 | 7 | 3 | -1 | -3 | 9 | O=C(COC(=O)/C=C/c1cccc(C(F)(F)F)c1)NCc1ccccc1
15 | -14 | 1 | -6 | 8 | 14 | 2 | -4 | -3 | 9 | CCC1CCCCN1C(=O)CSc1nc2c(c(=O)n(C)c(=O)n2C)n1C (stereo unspecified)
16 | -5 | 0 | 10 | 4 | -6 | -5 | -10 | 7 | 3 | O=C(Cc1ccccc1)Nc1nc(-c2cccs2)cs1
17 | -7 | 0 | -1 | -12 | 9 | -1 | -2 | -12 | -1 | O=C(NC1CCCC1)C(Cc1ccccc1)n1cccc1 (stereo unspecified)
18 | -1 | 1 | -4 | -10 | 8 | -5 | -3 | -8 | 3 | Cc1cc(C(=O)OCC(=O)N2CCOCC2)c2ccccc2n1
19 | -2 | -1 | -1 | -5 | -1 | -1 | 1 | -12 | 13 | O=C(Cc1cccs1)Nc1ccccc1C(=O)O
20 | -10 | 3 | 13 | 6 | -8 | 0 | -3 | 9 | 6 | Cc1ccc2c(c1)C(c1ccc(F)cc1)N(C(=O)c1ccc(S(=O)(=O)N(C)C)cc1)CC(=O)N2 (stereo unspecified)
21 | -1 | 0 | 5 | -7 | -3 | 0 | -2 | 9 | 2 | O=C1CCC(C(=O)N(Cc2cccs2)C2(C(=O)NC3CCCCC3)CCCCC2)N1 (stereo unspecified)
22 | -9 | 1 | -2 | 2 | 6 | 4 | -6 | -21 | 1 | COc1cc(C(=O)N(CCN(C)C)CC2CCCN(Cc3ccccc3F)C2)ccc1C (stereo unspecified)
23 | -6 | 0 | -6 | -4 | -8 | -6 | -8 | 14 | 0 | c1ccc2c3c(c(CN4CCCC4)cc2c1)COC3
24 | -4 | 8 | 8 | -1 | -6 | -8 | 2 | 5 | 11 | OCC1(Cc2ccccc2)CCN(Cc2cnc(-c3ccc(Cl)cc3)nc2)CC1

(cont.)
nr | M1 ag | CHRM4 agonist | M5 antag | CHRM4 antagonist | CHRM1 PAM | CHRM5 PAM | CHRM5 agonist | CHRM1 antagonist | TAAR1 ag | SMILES
25 | 1 | 2 | 4 | -9 | 19 | 7 | -1 | -19 | 1 | O=C(Nc1ccc(Br)cc1)c1cc(-c2cccs2)on1
26 | -6 | 0 | -7 | -16 | -2 | 12 | -7 | -7 | 0 | CCC(C(=O)Nc1ccccc1F)n1nc(C)c2c(C)n(-c3ccccc3)nc2c1=O (stereo unspecified)
27 | -5 | 0 | 5 | -19 | -3 | -18 | 38* | 1 | -2 | COc1ccc2c(c1OC)C(=O)N1C2SC[C@H]1C(=O)NC1CCCCC1 (stereo partly specified)
28 | 1 | 0 | 13 | -2 | 2 | 2 | 3 | 3 | 5 | O=C(NCc1ccc(F)cc1)c1cccc(S(=O)(=O)N2CCOCC2)c1
29 | -3 | 2 | 6 | 2 | -2 | -1 | 1 | 1 | 3 | Cc1ccccc1C(=O)NNc1ccc(-c2csnn2)cc1
30 | -1 | 6 | -3 | -2 | 3 | -2 | 1 | -13 | 4 | CN(Cc1cnn(-c2ccccc2)c1)C(=O)c1cccc(S(=O)(=O)Nc2ccccc2F)c1
31 | -5 | 0 | 0 | 5 | 9 | -2 | -2 | -10 | 2 | Cc1nnc(-c2ccccc2)nc1N1CCOCC1
32 | -2 | 0 | 4 | 6 | 5 | 2 | 0 | -23 | 4 | CC(C(=O)O)N1C(=O)c2cccc3cccc1c23 (stereo unspecified)
33 | -4 | 0 | 6 | -9 | 2 | 5 | 0 | 0 | 0 | CC(=O)N(/N=C/c1ccc([N+](=O)[O-])o1)c1nc2ccccc2c(=O)n1-c1ccccc1
34 | -3 | 10 | 18 | 12 | -5 | -27 | 0 | 10 | -2 | Cc1cc(C)c2cc(C(=O)Nc3ccccc3)[nH]c2c1
35 | -8 | 0 | -4 | -4 | 10 | -1 | -2 | -12 | -3 | COc1ccccc1-c1c(C)nn2c(N3CCN(Cc4ccccc4)CC3)cc(C)nc12
36 | -4 | 1 | -10 | -7 | 6 | -1 | -6 | -4 | 7 | O=C1CCCC2=C1C(c1ccccc1)n1c(s/c(=C/c3cccc(F)c3)c1=O)=N2 (stereo unspecified)

Part of the list above, screen by screen.
27) COc1ccc2c(c1OC)C(=O)N1C2SC[C@H]1C(=O)NC1CCCCC1 (stereo partly specified)
30) CN(Cc1cnn(-c2ccccc2)c1)C(=O)c1cccc(S(=O)(=O)Nc2ccccc2F)c1

| entry no. | 27 | 30 |
| --- | --- | --- |
| M1 ag | -5 | -1 |
| CHRM4 agonist | 0 | 6 |
| M5 antag | 5 | -3 |
| CHRM4 antagonist | -19 | -2 |
| CHRM1 PAM | -3 | 3 |
| CHRM5 PAM | -18 | -2 |
| CHRM5 agonist | 38* | 1 |
| CHRM1 antagonist | 1 | -13 |
| TAAR1 ag | -2 | 4 |

Carrying on.
nr | M1 ag | CHRM4 agonist | M5 antag | CHRM4 antagonist | CHRM1 PAM | CHRM5 PAM | CHRM5 agonist | CHRM1 antagonist | TAAR1 ag | SMILES
37 | -5 | 6 | -10 | -21 | -2 | 3 | -6 | -5 | 6 | COc1ccc(CNC(C)C2COc3ccccc3O2)c(OC)c1 (stereo unspecified)
38 | -5 | 1 | -2 | -8 | 7 | 4 | -4 | -10 | -1 | Cc1cccc(C)c1NC(=S)N(Cc1ccccc1)Cc1cccnc1
39 | -1 | 3 | -6 | -6 | 4 | -1 | -3 | -5 | 9 | C=CCc1cc(/C=N/NC(=O)CSc2nnc(CCCc3ccc(OC)cc3)o2)cc(OC)c1O
40 | -7 | 2 | 5 | 6 | 0 | -6 | 3 | -2 | 7 | O=C(CCCN1C(=O)CSc2ncccc21)N1CCN(Cc2ccccc2)CC1
41 | -2 | 0 | -4 | 2 | 6 | 6 | -3 | -9 | 0 | O=C(NC(Cc1ccccc1)C(=O)O)/C(=C\c1ccc(F)cc1)NC(=O)c1ccccc1 (stereo unspecified)
42 | -3 | -2 | 7 | -16 | 7 | 0 | -2 | -12 | 6 | CCCOc1ccc(CNC(=S)N/N=C/c2ccc([N+](=O)[O-])cc2)cc1
43 | -7 | 1 | -3 | -9 | 5 | -8 | -6 | -5 | · | Nn1cnnc1SCC(=O)Nc1ccc2c(c1)OCO2
44 | -1 | 9 | 5 | -13 | 0 | -2 | -1 | -8 | 0 | COc1ccc(OC)c(NC(=O)COC(=O)C2CCCCC2)c1
45 | -2 | 1 | -2 | -12 | 9 | -1 | -2 | -6 | 1 | COc1ccc(S(=O)(=O)NCC2CCC(C(=O)NCc3ccco3)CC2)cc1 (stereo unspecified)
46 | -2 | 0 | -10 | -1 | 12 | 7 | -3 | -10 | -1 | COc1ccc2nc(NC(=O)CN3CCN(C)CC3)sc2c1
47 | -3 | 3 | 1 | -11 | 8 | -4 | 1 | -16 | 1 | O=C(c1ccc(CSc2nc3ccncc3[nH]2)cc1)N1CCCCC1
48 | -5 | 1 | 6 | 5 | 6 | 2 | -4 | -8 | 0 | COc1cccc(-c2coc3c(C)c4oc(=O)c(CC(=O)O)c(C)c4cc23)c1
49 | -4 | -3 | 3 | 6 | -6 | -4 | -4 | 22 | 12 | COc1nc(Nc2cccc(C)c2)nc(N2CCCCC2)n1
50 | 0 | 1 | 17 | -6 | 5 | -5 | -3 | -8 | 0 | O=C(NCc1ccco1)C(c1ccccc1)N(CC1CCCO1)C(=O)Cn1nnc2ccccc21 (stereo unspecified)
